From PubChem
Bcl-B displacement: displacers of TR3 peptide from Bcl-B, primary screen, selectivity assay for Bfl-1 inhibitor project, biochemical, fluorescence polarization | Bcl-2-like protein 10 (Homo sapiens) | FP displacement of FITC-TR3 peptide from Bcl-B; higher % means a stronger effect | one-dose displacement, % at 20 µM; IC50 in µM for titrated hits | hit rate 0.11% among 96,000;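 active means displacement above 50% at 20 µM plus a fluorescence interference ratio under 1.5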;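 further: plate controls were wells without compound for no effect and wells lacking Bcl-B protein for full effect; a part of the inactive calls stands beside numbers as strong as those of hits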
PLAP inhibitors HTS: PLAP enzyme inhibitors, biochemical, luminescence, HTS (AID 690) | Alkaline phosphatase, placental type (Homo sapiens) | one-dose inhibition, % at 20 µM; IC50 in µM for titrated hits | purified PLAP, luminescent substrate; higher % means a stronger effect | hit rate 0.08% among 96,000; in the data active means a potency from the dose series; inactive means the rest, 99 in 100 with inhibition below about 30%; further: strong numbers were not always called active
MRP resist rev: reversal of MRP1-mediated doxorubicin resistance, primary screen, H69AR cells, doxorubicin co-treatment; H69AR cells + 2 uM doxorubicin, CellTiter-Glo, 72 h; differential viability (reversal), % at 10 µM; hit rate 0.04% among 85,000; AID 602, 2007;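 active means viability drop by adding the cancer drug above about 55%, with treated viability meeting a 40% cutoff, limit read from the data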;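 further: viability without doxorubicin minus viability with 2 µM doxorubicin for each compound; larger differential means the compound sensitizes cells more to doxorubicin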
NFkB transloc inh: inhibitors of IL-1B driven NFkB p65 nuclear import, primary screen, imaging, HUVEC, IL-1B stimulus, high-content imaging; HUVEC IL-1B NFkB p65 nuclear translocation imaging; inhibition, % at 2 µM; hit rate 0.43% among 94,000; AID 796, 2007;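 active means inhibition above about 30% together with a positive call from visual inspection of the well image, limit read from the data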;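 further: nuclear over cytoplasmic p65 intensity ratio measured by imaging; 0% = IL-1B stimulated DMSO wells and 100% = unstimulated DMSO wells; values of inactives mirror those of a sister screen read the other way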
NFkB transloc pot: enhancers of NFkB p65 translocation in HUVEC – imaging, IL-1B stimulus, high-content imaging, primary screen; AID 819, 2007; activation, % at 2 µM; hit rate 0.3% among 94,000; HUVEC IL-1B NFkB p65 nuclear translocation imaging;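 active means activation above 40%, about the mean plus 3 SD, also judged a hit on visual image review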;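 further: percent activation is computed from the nuclear over cytoplasmic p65 intensity ratio; values of inactives mirror those of a sister screen read the other way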
MRP resist rev cytotoxicity: recorded beside MRP resist rev, whose call it bears; viability, %; H69AR cells, CellTiter-Glo, 72 h; measured here: cytotoxicity without doxorubicin
MRP resist rev with doxorubicin: also measured in MRP resist rev; calls as there; viability, %; measured here: viability with 2 uM doxorubicin; stronger effect = lower value
NFkB transloc inh cell count 2 µM: second read-out of NFkB transloc inh, no call of its own (marks repeat the call); cell count; measured here: cells passing quality filter;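 raw number of nuclei counted in each imaged well without normalization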
NFkB transloc pot cell count 2 µM: further read-out of NFkB transloc pot, marked with its call; cell count; measured here: cells passing quality filter
The depositor's hits bear a star; . = no result given.

Assay codes – A = Bcl-B displacement; B = PLAP inhibitors HTS; C = MRP resist rev; D = MRP resist rev cytotoxicity; E = MRP resist rev with doxorubicin; F = NFkB transloc inh; G = NFkB transloc inh cell count 2 µM; H = NFkB transloc pot; I = NFkB transloc pot cell count 2 µM
Cc1cc(C(=O)CN(Cc2ccc(F)cc2)S(=O)(=O)c2ccc3c(c2)OCCO3)c(C)n1C
  A: -4%	B: -37%	C: 15	D: 81	E: 66	F: -16	G: 101	H: 16	I: 101

CN1CCN(c2oc(-c3ccco3)nc2S(=O)(=O)c2ccccc2)CC1
  A: -4%	B: -16%	C: 15	D: 107	E: 92	F: .	G: .	H: .	I: .

CCOc1ccc(C(O)c2nccn2Cc2ccccc2)cc1 (configuration not stated)
  A: -13%	B: 6%	C: .	D: .	E: .	F: -11	G: 123	H: 11	I: 123

CCc1ccccc1NC(=O)C1NC(=O)CC1c1ccccc1 (configuration not stated)
  A: -3%	B: 16%	C: 0	D: 89	E: 89	F: -3	G: 55	H: 3	I: 55

CCOC(=O)N1CCN(C(=O)c2cc(S(=O)(=O)N3CCCC3)cn2C)CC1
  A: -13%	B: -12%	C: -5	D: 83	E: 88	F: -5	G: 158	H: 5	I: 158

CC(C)CN(CC(C)C)C(=O)C12CCC(C)(C(=O)C1)C2(C)C (configuration not stated)
  A: 0%	B: 1%	C: 12	D: 90	E: 78	F: -3	G: 140	H: 3	I: 140

CCCOC(=S)NC(=O)c1sc2ccccc2c1Cl
  A: -8%	B: 12%	C: .	D: .	E: .	F: 1	G: 128	H: -1	I: 128

Cc1cccc(-n2nc(C)cc2N)c1
  A: 4%	B: 4%	C: -9	D: 89	E: 98	F: -18	G: 55	H: 18	I: 55

CCCNC(=O)CS(=O)(=O)Cc1nc(-c2ccccc2C)oc1C
  A: -3%	B: -26%	C: 10	D: 90	E: 80	F: .	G: .	H: .	I: .

c1ccc(-c2ccccc2-c2nc(-c3cccnc3)no2)cc1
  A: -5%	B: 15%	C: 12	D: 76	E: 65	F: 2	G: 105	H: -2	I: 105

CC(CC(=O)Nc1nncs1)c1ccccc1 (configuration not stated)
  A: .	B: .	C: -25	D: 65	E: 90	F: 23	G: 71	H: -23	I: 71

O=C(NCc1ccc2c(c1)OCO2)c1cccc(C(=O)NCc2ccc3c(c2)OCO3)c1
  A: -3%	B: 17%	C: -2	D: 93	E: 95	F: 0	G: 129	H: 0	I: 129

Cc1cccc(NC(=S)NNC(=S)NCc2ccccc2)c1
  A: 1%	B: 8%	C: 4	D: 99	E: 95	F: 6	G: 54	H: -7	I: 54

CSc1nnc(Nc2ccccc2C)s1
  A: 3%	B: -16%	C: .	D: .	E: .	F: -18	G: 161	H: 18	I: 161

CCc1ncc(C(O)c2cccc(OC)c2OC)n1C (configuration not stated)
  A: -4%	B: 11%	C: -1	D: 89	E: 90	F: 99*	G: 11*	H: -99	I: 11

COC(=O)c1sccc1-c1ccc(C(=O)Nc2ccccc2)o1
  A: -8%	B: 16%	C: .	D: .	E: .	F: -13	G: 163	H: 13	I: 163

O=C(COc1cc(O)c2c(=O)cc(-c3ccccc3)oc2c1)c1ccccc1
  A: 2%	B: 2%	C: .	D: .	E: .	F: -12	G: 135	H: 12	I: 135

O=C(Nc1cccc(Oc2ccc3c(c2)C(=O)NC3=O)c1)c1ccco1
  A: 2%	B: -27%	C: 9	D: 82	E: 73	F: -8	G: 159	H: 8	I: 159

Cc1ccc(S(=O)(=O)N2CCN(Cc3cccc(C)c3O)CC2)cc1
  A: .	B: .	C: 6	D: 95	E: 89	F: 2	G: 99	H: -2	I: 99

Cc1ccc(NC(=O)CS(=O)CC(=O)NCCCN(C)c2ccccc2)cc1 (configuration not stated)
  A: -3%	B: 20%	C: .	D: .	E: .	F: 4	G: 148	H: -4	I: 148

CC(=O)c1cccc(N=C2NC(=O)C(CO)(CO)S2)c1
  A: -5%	B: -41%	C: -2	D: 91	E: 93	F: -19	G: 148	H: 19	I: 148

CCC(C)C1NC(=S)N(C2CCCCC2)C1=O (configuration not stated)
  A: -8%	B: 7%	C: .	D: .	E: .	F: -2	G: 122	H: 1	I: 122

Cc1ccc(NC(=O)C2CCCN(S(=O)(=O)c3ccc4c(c3)oc(=O)n4C)C2)nc1 (configuration not stated)
  A: -5%	B: -43%	C: -6	D: 94	E: 100	F: .	G: .	H: .	I: .

CC1=C(C(=O)OC(C)C)C(c2c[nH]c3ccccc23)n2ncnc2N1 (configuration not stated)
  A: -2%	B: 6%	C: 4	D: 88	E: 84	F: 0	G: 167	H: -1	I: 167

CCOC(=O)c1cc(C#N)c(SCC(=O)c2cc(C#N)c(SC)nc2C)nc1C
  A: -21%	B: -23%	C: -7	D: 12	E: 19	F: .	G: .	H: .	I: .

Cc1ccsc1/C=C1\SC(N2CCOCC2)=NC1=O
  A: -4%	B: -10%	C: .	D: .	E: .	F: 3	G: 112	H: -3	I: 112

CCS(=O)(=O)CCSc1nc(C)cc(C)c1C#N
  A: -8%	B: 14%	C: 15	D: 90	E: 75	F: -8	G: 141	H: 8	I: 141

Clc1cccc(Cl)c1/C=C/c1nc2ccccc2[nH]1
  A: -4%	B: 14%	C: .	D: .	E: .	F: -1	G: 140	H: 1	I: 140

O=C(C1CCN(S(=O)(=O)c2cccc3nsnc23)CC1)N1CCN(c2ccccc2F)CC1
  A: -8%	B: -8%	C: -20	D: 61	E: 81	F: -7	G: 151	H: 7	I: 151

CC(=O)N1CCN(C2=NC(=O)C(=C3CCCCC3)S2)CC1
  A: .	B: .	C: 5	D: 82	E: 77	F: -10	G: 109	H: 10	I: 109

CC(=O)Nc1c(O)n(C)c2ccccc12
  A: -4%	B: 8%	C: .	D: .	E: .	F: .	G: .	H: .	I: .

O=C(CSc1nnc(-c2ccccn2)n1Cc1ccco1)Nc1ccc2c(c1)OCO2
  A: -1%	B: 1%	C: -5	D: 82	E: 87	F: -1	G: 45	H: 1	I: 45

Cc1ccc(-n2c(N)c(C#N)c(-c3ccc(Cl)cc3)c(C#N)c2=O)cc1
  A: -17%	B: -9%	C: .	D: .	E: .	F: -6	G: 136	H: 7	I: 136

O=c1[nH]c(CSc2nnc(-c3ccco3)n2-c2ccccc2)nc2sc3c(c12)CCC3
  A: -39%	B: -72%	C: -18	D: 70	E: 88	F: .	G: .	H: .	I: .

Cc1c(C(=O)N2CCCC2)sc(NC(=O)c2ccc(Cl)cc2)c1C#N
  A: .	B: .	C: 15	D: 96	E: 81	F: 16	G: 104	H: -16	I: 104

COc1ccc(C2C(=O)N(C3CCCCC3)CC(=O)N2CC2COc3ccccc3O2)cc1 (configuration not stated)
  A: -4%	B: -3%	C: .	D: .	E: .	F: 14	G: 132	H: -14	I: 132

COc1cc(OC)cc(C(=O)Nc2ccc3c(c2)COC3=O)c1
  A: -10%	B: 14%	C: 33	D: 95	E: 61	F: 9	G: 97	H: -9	I: 97

Cc1cc(NC(=O)CN2CCN(S(=O)(=O)c3ccc4ccccc4c3)CC2)no1
  A: -1%	B: -57%	C: -10	D: 66	E: 76	F: -17	G: 153	H: 17	I: 153

COc1cc2c3c(c1)c(C1=NC(=S)NC1=O)c(O)n3C(C)(C)C=C2C
  A: 44%	B: -16%	C: -5	D: 81	E: 86	F: 5	G: 158	H: -5	I: 158

CCCC1S/C(=N/N=C/c2ccc(OC)cc2)N(Cc2ccccc2)C1=O (configuration not stated)
  A: 0%	B: 19%	C: 10	D: 98	E: 87	F: 4	G: 164	H: -4	I: 164

CCCC12CN3CC(C)(CN(C1)C3c1ccc(OC(C)C)cc1)C2=O (configuration not stated)
  A: -4%	B: -38%	C: 20	D: 97	E: 77	F: -14	G: 113	H: 14	I: 113

Cn1c(=O)c2c(nc(SCc3ccccc3)n2Cc2ccc(Cl)cc2)n(C)c1=O
  A: .	B: .	C: 2	D: 87	E: 85	F: -14	G: 119	H: 15	I: 119

COc1ccc(CCNS(=O)(=O)c2cn(C)c(=O)n(C)c2=O)cc1
  A: 0%	B: -10%	C: 4	D: 98	E: 94	F: 1	G: 174	H: -1	I: 174

CCn1cc([N+](=O)[O-])c(C(=O)N2N=C(c3ccc4ccccc4c3)CC2c2cc(Br)ccc2O)n1 (configuration not stated)
  A: .	B: .	C: -3	D: 14	E: 17	F: -28	G: 127	H: 28	I: 127

Cc1ccc(-c2nnn(CC(=O)N(Cc3ccco3)C(C(=O)NC3CCCC3)c3cccs3)n2)o1 (configuration not stated)
  A: .	B: .	C: 14	D: 94	E: 80	F: -20	G: 110	H: 20	I: 110

Cc1cc(C)c2nc(C(F)(F)F)c(C#N)c(N)c2c1
  A: 1%	B: 25%	C: -31	D: 40	E: 70	F: -8	G: 196	H: 8	I: 196

CCN(CC)C(=O)CSc1nnc(-c2ccccc2)o1
  A: 9%	B: 4%	C: 6	D: 99	E: 92	F: 0	G: 175	H: 0	I: 175

Cc1ccc(-c2noc(CCC(=O)NC3CCN(Cc4ccccc4)CC3)n2)cc1
  A: -2%	B: -58%	C: 13	D: 85	E: 71	F: 6	G: 151	H: -6	I: 151

CCOC(=O)c1sc(NC(C)=O)cc1C
  A: -5%	B: -4%	C: -2	D: 94	E: 96	F: .	G: .	H: .	I: .

COc1ccc2oc(=O)c(C(=O)NCc3ccc4c(c3)OCO4)cc2c1
  A: .	B: .	C: -21	D: 60	E: 81	F: 6	G: 107	H: -6	I: 107

Going on with the list.
Assay codes – A = Bcl-B displacement; B = PLAP inhibitors HTS; C = MRP resist rev; D = MRP resist rev cytotoxicity; E = MRP resist rev with doxorubicin; F = NFkB transloc inh; G = NFkB transloc inh cell count 2 µM; H = NFkB transloc pot; I = NFkB transloc pot cell count 2 µM
Cc1ccc(NC2=C(Cl)C(=O)OC2OC(=O)c2ccco2)cc1 (configuration not stated)
  A: -6%	B: 18%	C: -13	D: 33	E: 46	F: -21	G: 214	H: 21	I: 214

CCCCCCNc1cc2n(c(=O)n1)CCc1cc(OC)c(OC)cc1-2
  A: -2%	B: 3%	C: 7	D: 85	E: 78	F: 2	G: 169	H: -2	I: 169

CC(=O)Nc1ccc(OC(F)(F)C(F)F)c(NC(C)=O)c1
  A: 14%	B: 0%	C: .	D: .	E: .	F: -15	G: 155	H: 15	I: 155

Cc1onc(-c2ccccc2)c1C(=O)NCCN1CCOCC1
  A: 1%	B: -4%	C: -6	D: 93	E: 100	F: .	G: .	H: .	I: .

CCOC(=O)CN1C(=O)C(O)(CC(=O)c2ccccn2)c2ccccc21 (configuration not stated)
  A: -3%	B: 14%	C: -22	D: 46	E: 68	F: 4	G: 191	H: -4	I: 191

O=c1[nH]nnc2sc3c(c12)CCCC3
  A: .	B: .	C: 11	D: 97	E: 86	F: -6	G: 135	H: 7	I: 135

COc1ccc(CCNC(=O)C2CC(c3c(Cl)cccc3Cl)=NO2)cc1 (configuration not stated)
  A: 1%	B: 14%	C: .	D: .	E: .	F: 7	G: 174	H: -7	I: 174

Cc1cnn(-c2nc(-c3cccs3)cc(C(F)(F)F)n2)c1
  A: -2%	B: -7%	C: 27	D: 103	E: 76	F: .	G: .	H: .	I: .

Cc1cc(C)n2nc(C(=O)OCCOc3ccc(Br)cc3)nc2n1
  A: 1%	B: -9%	C: -1	D: 99	E: 100	F: .	G: .	H: .	I: .

Cc1cc(C)nc(-n2nc(C)c(C3(O)C(=O)Nc4ccccc43)c2N)n1 (configuration not stated)
  A: -3%	B: -23%	C: -14	D: 80	E: 94	F: .	G: .	H: .	I: .

COc1ccc(-n2c(Cc3cccn3C)nnc2SCC(=O)NCc2ccccc2Cl)cc1
  A: -3%	B: -66%	C: -13	D: 74	E: 87	F: .	G: .	H: .	I: .

Cc1ccc(NC(=O)c2nc(C)n(-c3ccc([N+](=O)[O-])cc3)n2)cc1
  A: 1%	B: -14%	C: .	D: .	E: .	F: 16	G: 121	H: -16	I: 121

COc1ccc(NC(=O)Nc2cc(C)ccc2F)cc1
  A: 5%	B: 23%	C: 13	D: 97	E: 84	F: .	G: .	H: .	I: .

The list is partial (hit frequency here may not be typical).
